Assay outcomes as filed in PubChem.
p53ts 39C tox: cytotoxicity in p53ts cells at nonpermissive temperature | H1299-p53A138V viability at 39C, ATP luminescence, 24 h | Potency, µM (series often up to 46.1 µM), inactives show top-dose activity change, negative = cell killing, usual class: cytotoxic | actives 1.5% (n = 130,000) | AID 902; further: nearly all actives have a fitted effect of over 55% in size
Imprint erasure: inducers of genomic imprint erasure in mouse ES cells | mouse ES Peg3-LacZ reporter, beta-gal luminescence, 40 h | Potency, µM (titrated, usually from 60.7 µM), without a hit: at the top dose activity change, positive = activation, hits mostly activators | actives 0.02% (n = 110,000) | AID 1948;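 further: 0% = negative control wells on the plate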
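Imprint erasure is scored as LacZ activity from the silenced maternal Peg3 allele in feeder-free female ES cells cultured 40 h with LIF. Luminescence is normalized to in-plate negative controls and fitted to the Hill equation.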
p53ts 32C kill: cytotoxicity in p53ts cells at permissive temperature | H1299-p53A138V at 32C, ATP luminescence viability, 24 h | AID 924 | Potency, µM (titrated, usually from 46.1 µM), for the others: top-dose activity change, negative = cytotoxicity, actives largely listed as cytotoxic | actives 0.93% (n = 130,000);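 further: 0% = DMSO and -100% = full killing by reference compound; nearly all actives have a fitted effect of over 55% in size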
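H1299-p53 A138V cells (temperature-sensitive p53) exposed 24 h to up to 46 uM compound at 32C, where p53 is wild-type in conformation. Viability read as ATP luminescence and normalised to DMSO and 100 uM tamoxifen. AC50 fitted with the Hill equation.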
IkB signaling: IkB pathway inhibition in ABC-DLBCL cells; Potency, µM (doses to about 57.1 µM), for inactives: top-dose IkBa stabilization activation; ABC-DLBCL IkBa-CBG/CBR dual luciferase ratio, 4 h; response scale: scaled: untreated 0%, proteasome inhibitor 100%; actives 0.04% (n = 110,000); AID 445; active means well fitted curve in the direction sought with a large enough effect in the signal ratio, not every such curve was filed as active; inconclusive means small, poorly fitted or top-dose-only effect, or a change in a side signal; the % refers to the signal ratio;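 further: the direction sought is a rising ratio; 0% = basal untreated cells and 100% = reference inhibitor full response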
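Luminescence ratio of IκBα-fused green versus native red beetle luciferase in OCI-Ly3 cells, 4 h post-doxycycline with compound; red signal alone, scaled from basal (0%) to zero light (-100%), flagged nonspecific or cytotoxic effects.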
Numbers without * were called inactive; ? = inconclusive; · = not tested or not shown; & = joins results of further samples; [ ] = another dose, or the depositor's remark. Unless noted, the call rests on the fitted dose curve; in most records, active means well fitted curve in the direction sought with a large enough effect; inconclusive means small, poorly fitted or top-dose-only effect, or another doubt; inactive means no such curve, though single readings can be large; an effect the other way counts as inactive or inconclusive. Unless noted, on the % scale 0 is the no-effect control and ±100 the full control effect; potency means the concentration at half of the fitted maximal effect. Compounds were not picked by outcome; about 1.7% have a hit in one of these screens.

SMILES	p53ts 39C tox	Imprint erasure	p53ts 32C kill	IkB signaling
CCCn1c(=O)c2sccc2n2c(CCCC(=O)Nc3ccc(C)c(F)c3)nnc12	0%	-11%[10.9 µM]	3%	?
O=C(Nc1ccc2oc(-c3ccc4ccccc4c3)nc2c1)c1ccccc1F	21%	-3%[10.9 µM]	-8%	-5.2%
CC1(C)C(=O)C2(CCCCC2)C(=O)OC1c1ccc(O)cc1 (stereo unspecified)	10%	-14%	15%	12%
CCC(=O)Nc1ccccc1-c1nc2ccccc2n(CC(=O)c2ccc(Cl)cc2)c1=O	-3%	-12%[10.9 µM]	6%	0.2%
Cc1cccn2cc(CSc3nnc(Nc4ccc(C(C)C)cc4)s3)nc12	-9%	·	-7%	·
COc1ccc(-c2noc(Cc3ccc(Cl)cc3)n2)cc1OC	-15%	-12%	-15%	0.6%
COC(=O)c1sc(=S)n(-c2cc(F)ccc2F)c1N	2%	-5%	8%	-1.9%
Cc1cccc(NC(=O)C2(C)Cc3ccccc3C(=O)O2)c1 (stereo unspecified)	-1%	-6%[10.9 µM]	-8%	0.9%
CCOc1ccc(CNC(=O)c2ccc(NC(=O)N3CCSc4ncccc43)cc2)cc1OC	-27%	-8%[10.9 µM]	7%	?
Cn1nc(C(=O)NCc2ccccc2)c2ccccc2c1=O	-14%	-11%	-1%	-0.4%
CCOc1ccc(Nc2nc(Cc3nnc(SCC(=O)NCc4ccco4)n3CC)cs2)cc1	-4%	-14%	-9%	2.2%
O=C1c2ccccc2CCC1C(O)c1ccccn1 (stereo unspecified)	10%	1%	-8%	0.4%
COc1ccc(NC(=O)Cn2c(=O)n(-c3ccc(CC(=O)NCC4CCCO4)cc3)c(=O)c3ccccc32)c(OC)c1 (stereo unspecified)	-6%	6%[10.9 µM]	-28%	-1.2%
COc1cc(C(=O)N2CCC(c3nc4ccccc4o3)CC2)cc(OC)c1OC	13%	-11%[10.9 µM]	2%	?
O=C(c1cccc(F)c1)N1CCN(c2cccc(Cl)c2)CC1	0%	-21%	19%	4.2%
CN(C)S(=O)(=O)c1ccc(S(=O)(=O)N(Cc2ccco2)Cc2ccccc2Cl)cc1	-18%	-14%	-5%	0.2%
CSc1nc(-c2ccco2)cc(C(F)(F)F)c1C#N	31%	·	12%	·
CC(C)CCN1C(=O)c2ccccc2CC1(C)C(=O)NC1CCCCC1 (stereo unspecified)	-4%	4%[10.9 µM]	8%	?
Oc1cc2c(cc1O)[C@H](c1ccccc1)CNCC2	-5%&7%	-29%	-15%&4%	0.3%&-4.0%
COc1ccccc1CNc1ccnc(-c2ccccc2CN(C)C)n1	-21%	?	1%	0.7%[11.4 µM]

Next part; it opens with the two that closed the last part.
SMILES	p53ts 39C tox	Imprint erasure	p53ts 32C kill	IkB signaling
Oc1cc2c(cc1O)[C@H](c1ccccc1)CNCC2	-5%&7%	-29%	-15%&4%	0.3%&-4.0%
COc1ccccc1CNc1ccnc(-c2ccccc2CN(C)C)n1	-21%	?	1%	0.7%[11.4 µM]
CC(C)Cn1c(CN2CCN(c3cccc(Cl)c3)CC2)nc2c1c(=O)[nH]c(=O)n2C	-16%	14%[10.9 µM]	-3%	8.2%
COc1ccc(CNC2CCCCC2)cc1	-2%	-5%	-2%	-1.2%
CCOc1ccc(NC(=O)c2cn(C)c(=O)c3cc(OC)c(OC)cc23)cc1	2%	5%[10.9 µM]	1%	-1.8%
O=C(CSc1ccc2nnc(-c3ccccc3)n2n1)N1CCCCC1	1%	-12%	3%	0.7%
Cc1ccc(C2CC(=O)c3cnc(NC(=O)c4ccco4)nc3C2)cc1 (stereo unspecified)	0%	-10%	3%	-0.2%
O=C(Nc1ccc(N2CCC(N3CCCCC3)CC2)c(C(=O)O)c1)c1ccc(Br)cc1	-3%	-13%[10.9 µM]	6%	0.6%
Cc1nc(NCc2ccccc2)[nH]c(=O)c1CCC(C)C	15%	-23%	14%	-3.4%
Cc1ccc2cc(CN(Cc3ccco3)C(=O)c3cccs3)c(=O)[nH]c2c1	18%	-36%[inhibitor]	11%	?
N=c1n(Cc2ccccc2)c2ccccc2n1CC(O)c1ccco1 (stereo unspecified)	-16%	-31%[inhibitor]	-12%	11%
CCOC(=O)N1CCN(c2c(N3CC=C(c4ccccc4)CC3)c(=O)c2=O)CC1	0%	-21%	10%	-3.5%
O=C(NCc1ccncc1)C1CCCN(S(=O)(=O)Cc2ccccc2)C1 (stereo unspecified)	2%	-1%	7%	0.0%
CC(C)N(Cc1nc(-c2ccccc2)no1)C(=O)c1ccc(Br)o1	-8%	-9%	2%	?
O=C(NCC(c1cccnc1)N1CCc2ccccc2C1)c1ccc(F)c(F)c1 (stereo unspecified)	?	-14%[10.9 µM]	-8%	?
O=C(NC1CCCc2ccccc21)C1CCN(C(=O)c2sccc2-n2cccc2)CC1 (stereo unspecified)	11%	-15%	15%	8.9%
Cc1nnsc1C(=O)Nc1ccc(Cl)cc1	-9%	·	-10%	·
CC1(C)CC(=O)c2cnc(NCC3CCCO3)nc2C1 (stereo unspecified)	-18%	-2%	0%	-1.4%
O=C(CCS(=O)(=O)c1cc(Br)cc2c1N(C(=O)C1CC1)CC2)N1CCN(c2cccc(C(F)(F)F)c2)CC1	4%	18%[10.9 µM]	23%	9.2%
Cc1c(C(=O)Nc2ccc(C(C)C)cc2)sc2nc[nH]c(=O)c12	?	4%[10.9 µM]	-3%	-2.3%
CCC1=C2CC[C@H]3C(=O)NC(=O)[C@H]3[C@H]2[C@@]2(C)C(=O)N(CC3CC3)C(=O)N2C1=O	-2%	-1%	10%	·
CCCN(CCC)C(=O)Cn1c(=O)n(-c2ccc(Cl)cc2)c(=O)c2c3c(sc21)CCCCC3	-16%	2%[10.9 µM]	16%	4.8%
CCCC(=O)c1c(NC(C)C)cc(C)oc1=O	4%	-7%	7%	-1.9%
Cc1ccc2oc(-c3ccc(C)c(NC(=O)c4ccc(N5CCC(C)CC5)c([N+](=O)[O-])c4)c3)nc2c1	29%	?	2%	26%
CCS(=O)(=O)c1ccc(O)c(Nc2cc(C)nc(SC)n2)c1	13%	-14%[10.9 µM]	5%	?
COc1ccc(Cl)cc1NS(=O)(=O)c1cc(Cl)ccc1OC	8%	-9%	1%	-0.2%
COc1ccc(S(=O)(=O)N(Cc2ccc(OC)c(OC)c2)Cc2ccco2)cc1	4%	-16%	-2%	?
Cc1ccc(C)c(N(CC(N)=O)S(C)(=O)=O)c1	7%	-8%	-2%	1.2%
Cn1cc(S(=O)(=O)N2CCCC2)cc1C(=O)Nc1ccc(C(F)(F)F)cc1	-20%	-4%[10.9 µM]	-4%	1.0%
Cc1nnc(SCC(=O)Nc2c(Cl)cccc2Cl)[nH]c1=O	6%	6%	1%	7.2%
c1ccc(-c2noc(C34CC5CC(CC(C5)C3)C4)n2)nc1	-25%	-8%	-21%	1.6%
O=C(NCCc1ccccc1)C1CCN(S(=O)(=O)c2ccc(-n3cnnn3)cc2)CC1	-11%	-1%	3%	0.6%
CCn1c(COc2ccc(Cl)c(C)c2)nnc1SCC(=O)N1CCCC1	-7%	-18%	-8%	3.7%
O=C(NC1CCCCC1)C1CCCN(c2nnnn2-c2ccccc2)C1 (stereo unspecified)	-11%	-13%	-1%	0.0%
Clc1ccc(CNc2ncnc3onc(-c4ccc(Cl)cc4)c23)cc1	-7%	21%[10.9 µM]	9%	?
C=CCOC(=O)C(C(C)=O)C(NC(=O)OC)c1cccc(F)c1 (stereo unspecified)	14%[9.22 µM]	·	-2%[9.22 µM]	·
CCOC(=O)c1sc(Nc2nc3c(OC)cccc3s2)cc1C	-12%	·	?	·
Cc1cc(C)nc(NC(=O)NS(=O)(=O)Nc2ccc(Br)cn2)n1	-1%	-8%	-4%	-1.0%
COc1ccccc1N1CCN(S(=O)(=O)CCNC(=O)COc2ccc(C(C)C)cc2)CC1	-11%	-14%[10.9 µM]	-7%	-2.1%
CC(C)(C)c1ccc(C2NC(=O)c3n[nH]c(-c4cccs4)c32)cc1 (stereo unspecified)	?	-5%[10.9 µM]	4%	?
CCN1CCN(c2ncc(C(=O)Nc3ccccc3C(=O)OC)c3ccccc23)CC1	-10%	-15%	-11%	0.5%
N#Cc1cn(CCCOc2ccccc2)c2ccccc12	16%	·	13%	·
Cc1ccc2c(CNCCc3ccc(Cl)cc3)c(C(=O)O)n(Cc3ccc(F)cc3)c2c1	?	-13%[10.9 µM]	-17%	-4.2%
COc1ccc(-c2cc(C(F)(F)F)nc(SCC(N)=O)n2)cc1	-8%	-5%	0%	-1.1%
c1ccc2sc(SCSc3nc4ccccc4s3)nc2c1	-5%[9.22 µM]	?	-24%[9.22 µM]	-3.2%[11.4 µM]
CCOC(=O)N1CCc2c(sc(NCc3cccs3)c2C(=O)Nc2ccc(OC)cc2OC)C1	-4%	-21%[10.9 µM]	-12%	?
CC(OC(=O)c1nn(C)c(=O)c2ccccc12)C(=O)NCc1ccc2c(c1)OCO2 (stereo unspecified)	2%	3%	6%	0.9%
CCSc1ncc(C#N)c(=O)[nH]1	6%	-9%	14%	1.0%
O=C(CN1C(=O)CCSc2ccc(S(=O)(=O)N3CCCC3)cc21)Nc1cccc(Cl)c1	-11%	-11%[10.9 µM]	0%	?
Cn1ncc2c(N3CCN(c4ccc(F)cc4)CC3)ncnc21	-16%	-12%[10.9 µM]	4%	?
CCOC(=O)c1c(S(=O)(=O)N2CCCC(C(=O)Nc3ccc(C)cn3)C2)c(C)n(C)c1C (stereo unspecified)	-17%	-13%[10.9 µM]	3%	0.1%
CCN(C(=O)CCc1nc(-c2ccc(C)cc2)no1)c1cccc(Cl)c1	-22%	21%[10.9 µM]	8%	?
Remaining list, next part.
SMILES	p53ts 39C tox	Imprint erasure	p53ts 32C kill	IkB signaling
CCOC(=O)C1CCCN(C(=O)Cn2ncc3c4ccccc4n(C)c3c2=O)C1 (stereo unspecified)	-6%	17%[10.9 µM]	0%	1.5%
CCn1c(SCc2nnc(-c3ccccc3)o2)nc2c1c(=O)n(C)c(=O)n2C	13%	3%	5%	1.6%
O=C(Nc1ccccc1)C1CC=CCC1C(=O)OCC1CCCO1 (stereo unspecified)	0%	2%	0%	-0.3%
COc1ccc(CC(C)N2CCN(Cc3ccccc3)CC2)c(OC)c1 (stereo unspecified)	1%	-27%	-10%	1.1%
Nc1[nH]c(=O)nc2c1ncn2[C@H]1O[C@@H](CO)[C@@H](O)[C@@H]1O	-6%[9.22 µM]	-1%[10.9 µM]	-10%[9.22 µM]	1.5%[11.4 µM]
O=C(Nc1ccc(-c2nc3cc(NC(=O)c4ccc(Cl)cc4)ccc3o2)cc1)c1ccc(Cl)cc1	0%	-14%[10.9 µM]	-7%	-0.9%
COc1cccc(-c2ccc3ncnc(N(C)C)c3c2)c1	-24%	-16%	-14%	-2.9%[11.4 µM]
Cc1ccc(C2=CSC3=NCCN23)c(C)c1	37%[activator]	-25%	15%	?
CCN(CC)S(=O)(=O)c1ccc2c(c1)N(CC(=O)N1CCN(c3ccc(F)cc3)CC1)C(=O)CO2	8%	-13%[10.9 µM]	7%	0.3%
CCC(OC(=O)c1nsc(Cl)c1Cl)C(=O)NCc1ccco1 (stereo unspecified)	-3%	-10%	0%	-1.0%

Some entries already given with just p53ts 32C kill and Imprint erasure:
compound	p53ts 32C kill	Imprint erasure
O=C(CSc1ccc2nnc(-c3ccccc3)n2n1)N1CCCCC1	3%	-12%
Cc1nnsc1C(=O)Nc1ccc(Cl)cc1	-10%	·
CC1(C)C(=O)C2(CCCCC2)C(=O)OC1c1ccc(O)cc1 (stereo unspecified)	15%	-14%
O=C(NCc1ccncc1)C1CCCN(S(=O)(=O)Cc2ccccc2)C1 (stereo unspecified)	7%	-1%
c1ccc2sc(SCSc3nc4ccccc4s3)nc2c1	-24%[9.22 µM]	?
O=C(NCCc1ccccc1)C1CCN(S(=O)(=O)c2ccc(-n3cnnn3)cc2)CC1	3%	-1%

Later entries:
SMILES	p53ts 39C tox	Imprint erasure	p53ts 32C kill	IkB signaling
COc1cccc(NC(=O)CCN2CCN(CCO)CC2)c1	8%	-1%[10.9 µM]	2%	-5.2%
O=C(O)c1cccc(S(=O)(=O)NCC2CCCO2)c1 (stereo unspecified)	17%	14%	-19%	3.5%
O=C1CC(c2ccccc2)CC(O)=C1C=NCC1CCCO1 (stereo unspecified)	1%	-2%	4%	6.3%
COc1cccc2sc(N(Cc3cccnc3)C(=O)c3ccc(S(=O)(=O)N(C)C)cc3)nc12	-9%	-1%[10.9 µM]	1%	?
O=C(NCCOc1ccccc1)c1n[nH]c(=O)c2ccccc12	5%	-1%	6%	2.4%
